High-throughput results (PubChem)
TEAD-YAP inh: TEAD-YAP interaction inhibition; 640,000 tested, 1.4% active; inhibition, % at 9.12 µM; HEK-TIYL cells, TEAD-Gal4/YAP UAS-luciferase luminescence; in the data active = inhibition above about 32%;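 note: 0% = median of test compound wells and 100% = reference inhibitor wells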
FBW7 activator: activators of human E3 ligase FBW7; AlphaScreen FBW7–phospho-cyclin E peptide binding, activator screen; normalized activity (activation), % at 26.1 µM; 650,000 tested, 0.13% active; in the data active = normalized activity above about 1.9%;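 note: purified mutant Fbw7 with reduced substrate affinity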
Target sequence (Q969H0 whole entry, looked up): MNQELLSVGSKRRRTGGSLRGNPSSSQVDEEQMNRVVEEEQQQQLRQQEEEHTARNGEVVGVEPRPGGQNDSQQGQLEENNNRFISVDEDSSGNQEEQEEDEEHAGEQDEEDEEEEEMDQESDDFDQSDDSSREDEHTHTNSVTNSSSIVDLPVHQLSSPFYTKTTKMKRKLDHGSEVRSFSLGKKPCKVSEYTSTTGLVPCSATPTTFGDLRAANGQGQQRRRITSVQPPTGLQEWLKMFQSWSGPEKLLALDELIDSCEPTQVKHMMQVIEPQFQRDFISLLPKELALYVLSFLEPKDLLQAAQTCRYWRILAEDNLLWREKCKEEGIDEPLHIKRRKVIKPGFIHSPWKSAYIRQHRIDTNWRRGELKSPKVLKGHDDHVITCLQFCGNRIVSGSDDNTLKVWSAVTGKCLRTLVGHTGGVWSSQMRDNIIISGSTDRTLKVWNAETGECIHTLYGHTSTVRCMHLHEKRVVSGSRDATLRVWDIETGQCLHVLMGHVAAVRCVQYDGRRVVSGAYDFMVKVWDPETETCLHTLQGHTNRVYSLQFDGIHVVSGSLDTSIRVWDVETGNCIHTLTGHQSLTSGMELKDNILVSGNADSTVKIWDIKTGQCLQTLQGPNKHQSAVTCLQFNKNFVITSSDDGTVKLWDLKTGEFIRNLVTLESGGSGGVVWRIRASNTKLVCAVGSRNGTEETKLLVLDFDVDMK
MITF primary: blocks human microphthalmia-associated transcription factor. O75030. AlphaScreen MITF homodimerization, bead proximity signal. inhibition, % at 2.6 µM. 650,000 tested, 0.91% active. AID 1259374; in the data active = inhibition above about 50%;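 note: 0% = vehicle wells with protein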
GPR151 ag: human GPR151 activation; Q8TDV0; PathHunter beta-arrestin GPR151 cells, luminescence; activation, % at 11.2 µM; 650,000 tested, 1% active; AID 1508602; in the data active = activation above about 4.9%;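 note: 0% = median of compound wells and 100% = cells with positive control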
Target sequence (Q8TDV0 whole entry, looked up): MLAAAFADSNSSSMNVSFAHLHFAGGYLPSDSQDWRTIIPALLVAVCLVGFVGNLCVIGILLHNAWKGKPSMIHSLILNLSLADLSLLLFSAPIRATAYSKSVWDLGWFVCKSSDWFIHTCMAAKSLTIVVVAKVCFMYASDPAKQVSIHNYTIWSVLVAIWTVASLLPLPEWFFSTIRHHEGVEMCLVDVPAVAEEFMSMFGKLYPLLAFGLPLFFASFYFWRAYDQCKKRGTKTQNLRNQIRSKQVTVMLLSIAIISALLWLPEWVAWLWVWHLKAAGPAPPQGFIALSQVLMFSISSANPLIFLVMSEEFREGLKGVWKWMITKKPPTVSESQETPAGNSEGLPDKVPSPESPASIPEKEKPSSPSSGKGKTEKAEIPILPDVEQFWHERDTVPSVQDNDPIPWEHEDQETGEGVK
* hit, by the source's call. Random draw from the library; overall some 3.5% were active at least once.

SMILES | TEAD-YAP inh | FBW7 activator | MITF primary | GPR151 ag
CCOc1ccc(NC(=O)N(CCN(C)C)C(C)c2cccnc2)cc1 (centres undefined) | -6 | -0.2 | -2 | -0.2
CC(C)c1ccc(NC(=O)C(c2ccccc2)N2CCN(C(=O)c3ccco3)CC2)cc1 (centres undefined) | -5 | -0.1 | -6 | -0.7
CN(Cc1cnc2ccccn12)C(=O)CCc1nnc(CCc2ccccc2)o1 | -1 | -0.1 | 0 | 0.8
O=S(=O)(c1ccc(Sc2ccc(S(=O)(=O)N3CCCCCC3)cc2)cc1)N1CCCCCC1 | 3 | 0.1 | 2 | 0.9
Cc1ccc(-c2n[nH]c(=O)c3ccccc23)cc1 | 5 | 0.2 | 6 | -0.3
COc1cc(-c2cc(C(F)(F)F)n3ncc(C(=O)N4CCCc5ccccc54)c3n2)cc(OC)c1OC | 0 | 0.1 | 16 | 0.6
Cc1ccc(C(=O)C2=C(O)C(=O)N(Cc3cccnc3)C2c2ccccc2F)o1 (centres undefined) | -2 | 0.0 | 4 | -0.7
COc1ccc(-c2nc3ccc(C(=O)Nc4ccc(Oc5ccccc5)cc4)cc3s2)cc1 | -11 | 0.1 | -3 | 1.3
CCN1C(=O)C2C=CC=CC2NC1=S (centres undefined) | 8 | 0.1 | 13 | -1.0
Cc1ccccc1CC(=O)Nc1cnc2cnc(-c3cccc(C(=O)NCCO)c3)cn12 | -13 | -0.1 | -20 | 0.0
COc1ccccc1CNC(=O)c1ccc(C)cc1C | -8 | 0.0 | 2 | -0.7
C1CN(c2nc(Oc3nc(N4CCOCC4)nc(N4CCOCC4)n3)nc(N3CCOCC3)n2)CCO1 | -14 | -0.1 | -9 | 1.8
Cc1cc(C)cc(OCC(=O)Nc2cc(Cl)ccc2O)c1 | -4 | 0.0 | -7 | 1.9
Cc1cccc(N2CCN(S(=O)(=O)c3ccc(F)c(C(=O)Nc4cccc(Cl)c4Cl)c3)CC2C)c1 (centres undefined) | -7 | 0.0 | 6 | 1.0
CCC(C(=O)Nc1ccc(F)cc1C)n1c2ccccc2c2nc(=O)cc(C)n21 (centres undefined) | 7 | 0.2 | 6 | 0.2
Cc1ccc(CN(C)CCN(C)C)c(C)c1 | -14 | 0.1 | -2 | 0.8
Cc1ccc(NC(=O)c2ccccc2NC(=O)c2ccc(S(=O)(=O)N3CCOCC3)cc2)c(C(=O)c2ccccc2)c1 | -6 | 0.1 | 1 | 0.2
COc1cccc(OC)c1C(=O)Nc1cccc(C(=O)NC(C)(C)C)c1 | -1 | 0.7 | 12 | -1.1
Cc1cc(C)nc(NC(=O)c2csc(C)c2)n1 | 4 | 0.4 | 2 | 0.3
CCOc1ccc(NC(=O)NCCc2ccncc2)cc1 | 0 | -0.1 | -5 | 0.1
COc1cc(C(N)=O)cc(I)c1OC | 8 | -0.4 | -9 | 0.4
COc1ccccc1N1CCN(C2CCN(C3CCCCC3)CC2)CC1 | -2 | -0.1 | 69* | -0.8
Clc1ccc(N=Cc2c[nH]c3ccccc23)nc1 | 6 | 0.0 | 7 | -0.9
O=C(Nc1ccc(F)cc1)c1oc(=O)c2ccccc2c1-c1ccccc1 | -7 | 0.1 | 11 | 1.2
Cc1ccccc1OCC(=O)N1CCN(C=O)CC1 | 10 | -0.2 | 2 | 1.3
CCOC(=O)CSc1nc2sc3c(c2c(=O)n1Cc1ccccc1)CCCCC3 | -6 | 0.4 | 15 | -1.1
O=C1C(=O)N(Cc2cccnc2)C(c2ccccc2F)/C1=C(/O)c1ccc(F)cc1 (centres undefined) | 9 | 0.2 | 10 | 1.0
COc1cccc(-c2csc(N3CCN(C(=O)C4CCCCC4)CC3)n2)c1 | -3 | -0.1 | -3 | -0.6
COc1cc(C=O)ccc1Oc1ccc(S(=O)(=O)N2CCCCC2)cc1[N+](=O)[O-] | 12 | -0.1 | 3 | 2.2
CC(=O)c1ccc(NC(=O)CN2C(=O)C3C4CCC(C4)C3C2=O)cc1 (centres undefined) | -12 | -0.2 | -13 | -0.7
O=C(NCCCn1ccnc1)c1ccc(OC2CCN(CCc3ccccc3)CC2)cc1 | 1 | 0.1 | 69* | 3.8
Cc1ccc(CCNC(=O)CCNS(=O)(=O)c2cc(Br)cnc2N)cc1 | 17 | -0.1 | 7 | 1.0
CCOc1ccc2cc(C(N)=O)c(=Nc3ccc(C)cc3)oc2c1 | 3 | 0.0 | 10 | -0.5
NC(=O)C1CCN(c2c(-c3ccccc3)c(=O)c2=O)CC1 | -2 | 0.0 | 10 | -1.7
CCCN(CCC)S(=O)(=O)c1ccc(NC(=O)c2ccccc2C)cc1 | 10 | 0.1 | 11 | -0.5
CC(=O)c1cccc(NC(=S)N2CCC3(CC2)OCCO3)c1 | -5 | -0.1 | -5 | 3.5
CC(=O)N1CCC(Oc2ccc(-c3ccccc3CN(C)C)cc2)CC1 | 9 | 0.0 | 8 | 1.4
COc1ccc(NC(=O)CSc2cn(Cc3ccccc3Cl)c3ccccc23)cc1 | -5 | -0.1 | 7 | 0.2
CCCCCC(O)(CCCCC)C(=O)Nc1ccccn1 | -6 | -0.1 | -4 | 1.0
Cc1ccccc1C1CC(=O)NC2=C1C(=O)CC(c1ccccc1Cl)C2 (centres undefined) | 3 | 0.0 | 14 | 0.1
c1ccc(-c2cnc(SCCN3CCCCC3)nn2)cc1 | -13 | -0.1 | 21 | -2.3
CC(=O)Nc1ccc(/C=C2/CN(C)C/C(=C\c3ccc(NC(C)=O)cc3)C2=O)cc1 | 11 | -0.2 | 12 | -0.1
CCOC(CNC(=O)c1ccc(CNC(=O)c2cc(OC)c(OC)c(OC)c2)cc1)OCC | 3 | 0.7 | 7 | -0.3
Cc1ccc(C(=O)N2CCN(c3nc4ccccc4n3C)CC2)cc1 | 1 | 0.1 | 16 | 0.6
Cc1ccc(C)c(C2=NN(c3nc(-c4ccc(C)c(C)c4)cs3)C(c3cccc([N+](=O)[O-])c3)C2)c1 (centres undefined) | -1 | 0.0 | 10 | 0.5
COc1cccc(C(=O)NNC(=O)C(=O)Nc2cccc(C)c2)c1 | -5 | -0.1 | -7 | -0.3
c1ccc(Nc2nccn3c(-c4ccoc4)cnc23)cc1 | 66* | 0.3 | 0 | -4.8
COc1ccc(CCNc2ncnc3c2nc(-c2ccc(N4CCN(C)CC4)cc2)n3C(C)C)cc1 | 6 | 0.1 | 19 | -0.5
Nc1nnc(CC(=O)N/N=C/c2cccc(OCc3ccc(Cl)cc3Cl)c2)s1 | -32 | -0.2 | -4 | 0.3
CN1CCN(C(=O)CN(c2cccc(F)c2)S(C)(=O)=O)CC1 | 2 | 0.0 | 2 | 0.5
COc1ccc(C(=O)COC(=O)c2cc(=O)c3ccccc3o2)cc1 | 3 | 0.1 | 5 | -1.6
COc1ccc(NC(C)=O)cc1NC(C)=C(C#N)C#N | -1 | 0.0 | -4 | 0.1
O=[N+]([O-])c1ccc(-c2nc(C=Nc3cccc4ccccc34)c(O)o2)cc1 | 4 | 0.1 | 9 | 0.5
COc1ccc(/C=N/Nc2ccc([N+](=O)[O-])cc2[N+](=O)[O-])c(O)c1 | 13 | 0.8 | 1 | -0.5
CN(c1ccc([N+](=O)[O-])cc1S(=O)(=O)N1CCOCC1)C1CCCCC1 | -6 | -0.1 | -3 | 0.5
COC(=O)c1ccc(NC(=O)c2cc(Br)ccc2Cl)cc1 | 3 | 0.2 | 12 | -0.9
COc1cc(CN2CCN(C3CCCC3)C(CCO)C2)ccc1O (centres undefined) | 10 | -0.1 | 6 | 1.7
CCCN1CCC(N2C[C@@H](NCc3cc(F)ccc3F)C[C@H]2C(=O)NC(C)C)CC1 | -10 | 0.1 | 6 | -0.6
CCN(CC)S(=O)(=O)c1cc([N+](=O)[O-])ccc1NNC(=O)Nc1ccccc1 | -6 | 0.0 | 16 | -0.2
Cc1cccc(-n2c(SCC(=O)NNC(=O)c3ccco3)nnc2-c2cccnc2)c1C | 0 | 0.1 | 2 | -0.7

12 successive compounds from above:
SMILES | TEAD-YAP inh | FBW7 activator | MITF primary | GPR151 ag
Nc1nnc(CC(=O)N/N=C/c2cccc(OCc3ccc(Cl)cc3Cl)c2)s1 | -32 | -0.2 | -4 | 0.3
CN1CCN(C(=O)CN(c2cccc(F)c2)S(C)(=O)=O)CC1 | 2 | 0.0 | 2 | 0.5
COc1ccc(C(=O)COC(=O)c2cc(=O)c3ccccc3o2)cc1 | 3 | 0.1 | 5 | -1.6
COc1ccc(NC(C)=O)cc1NC(C)=C(C#N)C#N | -1 | 0.0 | -4 | 0.1
O=[N+]([O-])c1ccc(-c2nc(C=Nc3cccc4ccccc34)c(O)o2)cc1 | 4 | 0.1 | 9 | 0.5
COc1ccc(/C=N/Nc2ccc([N+](=O)[O-])cc2[N+](=O)[O-])c(O)c1 | 13 | 0.8 | 1 | -0.5
CN(c1ccc([N+](=O)[O-])cc1S(=O)(=O)N1CCOCC1)C1CCCCC1 | -6 | -0.1 | -3 | 0.5
COC(=O)c1ccc(NC(=O)c2cc(Br)ccc2Cl)cc1 | 3 | 0.2 | 12 | -0.9
COc1cc(CN2CCN(C3CCCC3)C(CCO)C2)ccc1O (centres undefined) | 10 | -0.1 | 6 | 1.7
CCCN1CCC(N2C[C@@H](NCc3cc(F)ccc3F)C[C@H]2C(=O)NC(C)C)CC1 | -10 | 0.1 | 6 | -0.6
CCN(CC)S(=O)(=O)c1cc([N+](=O)[O-])ccc1NNC(=O)Nc1ccccc1 | -6 | 0.0 | 16 | -0.2
Cc1cccc(-n2c(SCC(=O)NNC(=O)c3ccco3)nnc2-c2cccnc2)c1C | 0 | 0.1 | 2 | -0.7

Further entries follow:
SMILES | TEAD-YAP inh | FBW7 activator | MITF primary | GPR151 ag
Cc1[nH]c2ccccc2c1C(=O)CSc1nnnn1C | -11 | -0.1 | 2 | 1.6
Cc1ccc(C2=Nc3ccccc3N=C(c3cc(C)ccc3O)C2)cc1 | -65 | 0.0 | -3 | 0.9
COc1ccc(CCNc2nc(Nc3cccc(N(C)C)c3)nc3c2ncn3-c2ccccc2)cc1 | 4 | 0.0 | 27 | 1.3
Cc1ccc2nsnc2c1NC(=O)c1ccc2ccccc2c1 | -10 | 0.1 | 2 | -2.7
CCOC(=O)c1c(N)sc(C(=O)N2CCCC2)c1C | 2 | -0.1 | 19 | 0.4
CC(C)C(NC(=O)c1ccccn1)c1nnc2n1CCN(Cc1ccc(Cl)cc1)CC2 (centres undefined) | 6 | 0.4 | 1 | 3.8
COc1ccc(C2CC(C(F)(F)F)n3nc(C(=O)NCCCn4ccnc4)c(Cl)c3N2)cc1OC (centres undefined) | 2 | 0.0 | 23 | -0.1
CCN(CC)CCCNC(=O)C1CC(c2ccc(F)cc2)NS(=O)(=O)N1C (centres undefined) | 0 | -0.1 | -35 | -0.2
CCOC(=O)C1C2C=CC3(CN(c4cccc(C)c4)C(=O)C13)O2 (centres undefined) | 0 | 0.1 | 4 | 3.7
Cc1nn(C(C)C(=O)N2CCCCC2)c(=O)c2c1sc1ccccc12 (centres undefined) | -12 | 0.5 | 6 | 0.4
COc1ccc(CCCC(=O)Nc2ccccc2)cc1C | -4 | 0.2 | 18 | -0.7
COc1ccc(N2CCN(C(=O)CCCNS(=O)(=O)c3cccs3)CC2)cc1 | 4 | -0.2 | -1 | -0.3

As entered above.
MITF primary, `Cc1nn(C(C)C(=O)N2CCCCC2)c(=O)c2c1sc1ccccc12` (centres undefined) = 6
TEAD-YAP inh, `COc1ccc(CCCC(=O)Nc2ccccc2)cc1C` = -4

Additional entries
SMILES | TEAD-YAP inh | FBW7 activator | MITF primary | GPR151 ag
Cc1cccc(C)c1-n1c(=S)sc2c(=O)n(-c3cccc(Cl)c3)c(SCc3cccc([N+](=O)[O-])c3)nc21 | -8 | -0.2 | 3 | -1.0
O=C(CCCOc1ccc(Cl)cc1Cl)NNC(=O)Nc1ccc(F)cc1 | -1 | -0.1 | 7 | 0.8
Cc1cc(OCCCN2CC(C)OC(C)C2)ccc1[N+](=O)[O-] (centres undefined) | 9 | 0.4 | 43 | 3.1
Cc1ccc(/C(O)=C2/C(=O)C(=O)N(CCC(=O)O)C2c2ccccc2F)cc1 (centres undefined) | 5 | 0.1 | 16 | 0.4
CCOc1ccccc1NC(=O)c1cc(Cl)ccc1[N+](=O)[O-] | 5 | 0.2 | 16 | 1.3
O=S(=O)(c1cc(C(F)(F)F)ccc1Cl)N1CCNCC1 | -4 | 0.1 | 1 | 3.1
S=c1[nH]nc(-c2ccco2)n1/N=C/C=C/c1ccco1 | -8 | -1.0 | 73* | -0.8
CN(C)CCNC(=O)C(=O)NCC(c1ccco1)S(=O)(=O)c1cccs1 (centres undefined) | -7 | 0.6 | 10 | 0.5
CCOc1ccc(NC(=O)c2ccc(F)c(S(=O)(=O)NCc3ccc(F)cc3)c2)cc1 | 15 | 0.1 | 7 | 1.6
Cc1cc(Br)ccc1NC(=O)C1CC(=O)N(C2CCCCC2)C1 (centres undefined) | -5 | -0.1 | 0 | -0.4
COc1ccc(C2C(C(=O)c3ccco3)=C(O)C(=O)N2CCCN2CCOCC2)cc1 (centres undefined) | 1 | 0.1 | 0 | -0.8
CCOC(=O)Cc1nnc(NC(=O)CSc2nnc3c4ccccc4n(CCc4ccccc4)c3n2)s1 | -35 | -0.3 | -2 | -2.2
CCC(C)NC(=O)CN1C(=O)c2cccnc2Oc2ccc(Cl)cc21 (centres undefined) | -5 | -0.1 | -1 | -2.0
Oc1ccc(CCNc2nc(N3CCN(Cc4ccc5c(c4)OCO5)CC3)nc3c2ncn3Cc2ccc(C(F)(F)F)cc2)cc1 | -10 | -0.1 | 0 | -1.1
COc1ccc(C2=NN(C(=O)CSc3nnc(CNC(=O)c4cccs4)n3-c3cccc(C)c3)C(c3ccc(F)cc3)C2)cc1 (centres undefined) | -7 | -0.1 | 6 | -0.9
Cc1sc(NC(=O)Cn2c(=O)cnc3ccccc32)c(C#N)c1C | 6 | 0.0 | -11 | -2.1
